Source: PubChem (National Center for Advancing Translational Sciences (NCATS))
RXFP1 ag = RXFP1 (human) receptor agonism | Potency, µM (highest dose often 57.5 µM), for inactives: at the highest dose activation, hits mostly activators | HEK293T-RXFP1 cAMP TR-FRET, 30 min; response scale: percent of porcine relaxin response, buffer zero | AID 2676 | actives 0.3% (n = 370,000); note: potency is the fitted concentration of half-maximal effect; % is set by controls: 0 for no effect and ±100 for the full control effect; nearly all actives have a fitted effect of over 60% in size; many of its hits are not listed in these tables
Target sequence (Q9HBX9 whole entry, looked up): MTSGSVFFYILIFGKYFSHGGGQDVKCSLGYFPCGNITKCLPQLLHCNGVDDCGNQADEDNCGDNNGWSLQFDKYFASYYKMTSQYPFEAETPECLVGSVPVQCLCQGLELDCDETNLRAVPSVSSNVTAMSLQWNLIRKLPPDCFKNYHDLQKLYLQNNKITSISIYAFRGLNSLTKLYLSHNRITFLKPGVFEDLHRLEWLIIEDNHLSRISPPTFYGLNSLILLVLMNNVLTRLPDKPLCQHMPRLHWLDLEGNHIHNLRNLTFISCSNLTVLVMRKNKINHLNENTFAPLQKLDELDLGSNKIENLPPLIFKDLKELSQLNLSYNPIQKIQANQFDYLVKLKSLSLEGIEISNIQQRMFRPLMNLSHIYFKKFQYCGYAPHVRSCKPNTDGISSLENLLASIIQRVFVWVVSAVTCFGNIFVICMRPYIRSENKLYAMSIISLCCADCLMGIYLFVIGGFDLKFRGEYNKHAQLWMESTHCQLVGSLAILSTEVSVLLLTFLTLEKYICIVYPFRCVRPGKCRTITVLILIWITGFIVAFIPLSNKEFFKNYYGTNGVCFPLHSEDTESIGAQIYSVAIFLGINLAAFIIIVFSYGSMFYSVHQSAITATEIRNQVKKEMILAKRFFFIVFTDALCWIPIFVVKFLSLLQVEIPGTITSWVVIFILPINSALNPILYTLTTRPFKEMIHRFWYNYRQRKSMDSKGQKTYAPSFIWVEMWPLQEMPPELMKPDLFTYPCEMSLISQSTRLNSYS
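cAMP rise read by TR-FRET after 30 min, 37C compound exposure (up to 58 uM) in RXFP1-transfected HEK293 cells with Ro 20174 present. EC50 from Hill-equation fits, with 29 nM porcine relaxin as 100% and buffer as basal.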
Vif-APOBEC3F blk = inhibitors of Vif-A3F interaction | actives 0.2% (n = 390,000) | HeLa A3F-eYFP + Vif (tagged APOBEC3F with the HIV-1 protein that degrades it), YFP fluorescence increase | Potency, µM (top dose mostly 46.1 µM), without a hit: top-dose activity, negative = active; note: potency is the fitted concentration of half-maximal effect; % of control where 0% means no effect; nearly all actives have a fitted effect of over 65% in size
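HeLa cells stably expressing Vif plus C-terminally eYFP-tagged A3F were seeded, incubated overnight at 37 deg C, dosed with compound, incubated overnight again at 37 deg C. Yellow fluorescence (Ex 488/Em 500-530) reported blocked Vif-mediated A3F-eYFP degradation.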
LDHA block = inhibitors of human lactate dehydrogenase A; activity change, % (values are at about 110 or 230 µM); P00338; AID 1347041; purified LDHA, NADH/diaphorase-resazurin fluorescence; active compounds read low; actives 0.15% (n = 480,000); in the data active = activity change below about -30%; inconclusive = mostly about -25% to -30%;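 note: plate controls were DMSO wells for no effect and wells without enzyme for full effect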
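LDH5 2 nM; NADH 0.06 mM, pyruvate 0.2 mM; 200 mM Tris pH 7.4, EDTA, Tween-20; 5 min RT. Detection: diaphorase 0.133 mg/mL + resazurin 37 µM, fluorescence ex540/em590 at 0 and 20 min; normalized to enzyme-free and DMSO wells.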
D1 ag = human D1 receptor agonism | P21728 | activation, % at 2 µM | HEK293 T-REx D1 cells, calcium flux, agonist mode | actives 1% (n = 360,000) | AID 504660; in the data active = activation above about 30%; note: 0% is about no effect
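Inducible HEK293 T-REx D1 cells, force-coupled to calcium signalling, were plated at 4000 cells/well with tetracycline and held overnight at 30 C. After no-wash calcium dye loading, compound-evoked calcium rise over 180 s flagged agonists.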
Glioma ERSR ind = inducers of ER stress response in human glioma cells; U87-MG GRP78 promoter luciferase reporter, 16 h; Potency, µM, for the others: at the highest dose activation, usual class: activators; actives 0.02% (n = 420,000); AID 602332; note: potency is the fitted concentration of half-maximal effect; series mostly up to about 76 µM; % of control where 0% means no effect; nearly all actives have a fitted effect of over 35% in size
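Stably transfected U87-MG glioma cells carrying a GRP78-based luciferase sensor; 16 h compound incubation. Luminescence end-point read 10 min after Bright-Glo addition at room temperature.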
Vif-A3G inh = inhibitors of Vif-APOBEC3G interaction. Potency, µM (series often up to 46.1 µM), for inactives: at the top dose activity, negative = active, hits mostly inhibitors. HeLa A3G-eYFP + Vif (tagged APOBEC3G with the HIV-1 protein that degrades it), YFP fluorescence, overnight. Q9HC16. AID 602310. actives 0.076% (n = 410,000);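 note: potency is the fitted concentration of half-maximal effect; % is set by controls: 0 for no effect and ±100 for the full control effect; nearly all actives have a fitted effect of over 60% in size; hits raise eYFP signal because A3G escapes Vif-driven loss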
Target sequence (Q9HC16 whole entry, looked up): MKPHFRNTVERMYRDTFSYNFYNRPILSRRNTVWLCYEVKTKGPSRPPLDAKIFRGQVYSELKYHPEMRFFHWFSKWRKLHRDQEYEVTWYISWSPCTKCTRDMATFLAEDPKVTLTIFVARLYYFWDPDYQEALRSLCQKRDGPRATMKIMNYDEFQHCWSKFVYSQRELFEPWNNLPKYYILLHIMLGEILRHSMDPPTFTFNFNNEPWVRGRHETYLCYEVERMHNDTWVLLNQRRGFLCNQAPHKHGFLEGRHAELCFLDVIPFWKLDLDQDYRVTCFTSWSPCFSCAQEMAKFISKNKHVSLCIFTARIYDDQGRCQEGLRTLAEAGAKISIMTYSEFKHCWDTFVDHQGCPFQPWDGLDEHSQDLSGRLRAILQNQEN
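HeLa cells stably expressing Vif and C-terminally eYFP-tagged A3G, seeded overnight at 37 deg C, then exposed to compound by pintool overnight at 37 deg C. Rise in yellow fluorescence (Ex 488/Em 500-530, Acumen) marks blocked Vif-driven A3G degradation.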
D2 potentiator = D2 dopamine receptor (human) potentiation. HEK293 T-REx D2, calcium flux, EC20 dopamine potentiation. potentiation, % at 10 µM. actives 0.34% (n = 340,000);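 active = potentiation over 3 SD above the plate norm, cut at about 30% in these data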; note: 0% is about no effect
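Primary screen. Calcium kinetics in induced HEK293 T-REx D2 cells: compound pre-addition 180 s, EC20 dopamine, 180 s more.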
D1 potentiator = enhances dopamine response at the human D1 receptor. P21728. HEK293 TREx D1 cells, calcium flux, dopamine EC20 potentiation. potentiation, % at 10 µM. actives 0.036% (n = 360,000). AID 504651; in the data active = potentiation above about 30%; note: 0% is about no effect
D1 antag = blocks dopamine activation of the human D1 receptor; P21728; HEK293 TREx D1 cells, calcium flux, dopamine EC80; active compounds read low; activity change, negative = inhibition, % at 10 µM; actives 3.2% (n = 360,000); in the data active = activity change below about -30%; note: % is set by controls: 0 for no effect and ±100 for the full control effect
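Tetracycline-induced HEK293 T-REx cells with force-coupled D1 receptor were loaded with a no-wash calcium dye. Compound was added after a 10 s baseline and read kinetically for 180 s; EC80 dopamine was then added and calcium flux followed another 180 s.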
Active calls of the source: *; ? = inconclusive; nt = not tested or not shown. Unless noted, calls come from the whole dose curve; as a rule, active = well fitted curve in the direction sought with a large enough effect; inconclusive = small, poorly fitted or top-dose-only effect, or another doubt; inactive = no such curve, though single readings can be large; an effect the other way counts as inactive or inconclusive.

Order of values: RXFP1 ag | Glioma ERSR ind | D2 potentiator | LDHA block | Vif-A3G inh | D1 potentiator | D1 ag | Vif-APOBEC3F blk | D1 antag
(1) Nc1nc(CSCc2ccccc2)nc(N2CCOCC2)n1
    0.0% | 3% | 0 | -1 | 7% | 0 | 9 | 8% | 2
(2) C/C(=N\N1CCN(C2c3ccccc3-c3ccccc32)CC1)c1ccco1
    0.2% | -2% | -1 | -10 | 0% | 7 | 4 | 4% | 10
(3) O=C1c2ccccc2-c2c1cccc2C(=O)N1CCN(C(=O)c2ccco2)CC1
    2.3% | -1% | 7 | 0 | -2% | -3 | 1 | 0% | 1
(4) O=c1ccc2ccc(OCc3nnc(-c4ccccc4Br)o3)cc2o1
    0.4% | 4% | -9 | -3 | 2% | -7 | 8 | 3% | -10
(5) Cc1ccc(CNC(=O)C2CCC(=O)N(CCc3ccc(Cl)cc3)C2)s1 (configuration not stated)
    -0.2% | 2% | 13 | -9 | -6% | -2 | 1 | -23% | 6
(6) CC(C)CCn1c(=O)c2ccccc2n2c(=S)[nH]nc12
    -4.4% | 0% | 23 | -4 | 1% | 5 | 1 | -4% | -12
(7) Cc1ccc(-c2nnn(CC(=O)N3CCN(c4ccccc4)CC3)n2)o1
    0.7% | -3% | 7 | 7 | 0% | -6 | 1 | -8% | -7
(8) COc1ccc(NCc2cc3cc4c(cc3n(CC(=O)Nc3ccc(F)cc3)c2=O)OCCO4)cc1
    2.7% | -3% | 3 | 4 | -5% | -3 | 24 | -2% | 2
(9) O=c1[nH]c(/C=C/c2ccc3c(c2)OCO3)c([N+](=O)[O-])c(=O)[nH]1
    0.4% | nt | -8 | nt | nt | 2 | 3 | nt | 2
(10) CC1(C)OC(=O)C(=CNC(CO)C(=O)O)C(=O)O1 (configuration not stated)
    0.4% | -1% | -5 | -4 | 1% | 2 | 5 | -2% | -24
(11) Cc1cc(S(=O)(=O)NCCN2CCOCC2)c(C)s1
    -0.7% | -3% | -16 | -5 | -5% | 7 | 3 | 0% | 3
(12) COc1cc(C#N)c(NC(=S)N2CCOCC2)cc1OC
    2.7% | nt | -8 | nt | nt | -3 | 1 | nt | -1
(13) COc1ccc(S(=O)(=O)NCCOc2cccc3cccnc23)cc1OC
    -0.6% | -2% | -2 | -1 | 2% | 3 | 4 | 14% | 11
(14) COc1ccccc1NC(=O)C1CCCN1C(=O)NC1CCCCC1 (configuration not stated)
    -0.1% | -2% | nt | 2 | -1% | -7 | 0 | -13% | 21
(15) CC(C)(C)NS(=O)(=O)c1cnc(Cl)c(Cl)c1
    0.9% | -5% | 0 | -5 | 1% | -3 | 0 | -8% | 9
(16) CCN1CCN(CC(=O)Nc2cc(C)c(C)cc2[N+](=O)[O-])CC1
    0.3% | -5% | 15 | -2 | 4% | -2 | 4 | 2% | 0
(17) CN1CC=C2C(C#N)=C(N)C(C#N)(C#N)[C@H](c3cccc(Cl)c3)C2C1 (some centres not stated)
    -2.5% | -5% | 6 | 10 | 0% | -8 | 17 | ? | -6
(18) C=CCOc1ccc(S(C)(=O)=O)cc1
    0.7% | 0% | 6 | -1 | 0% | -2 | 3 | 2% | 12
(19) Cn1c(N)c(C(=O)COC(=O)/C=C/c2ccc(F)cc2)c(=O)n(C)c1=O
    -0.1% | -4% | 6 | -7 | -1% | 1 | 9 | 1% | -5
(20) Cc1ccc(OCC(=O)N2CCc3ccccc3C2)c(C)c1
    6.2% | 2% | 7 | -11 | 1% | -9 | 1 | -2% | -8
(21) Cc1ccc(-c2cc(C(F)(F)F)n3nc(C(=O)Nc4ccc(Cl)c(C(F)(F)F)c4)cc3n2)cc1
    4.2% | 0% | -1 | -7 | 1% | -2 | -1 | 3% | -7
(22) CCN(CC)S(=O)(=O)c1cc(NC(=O)[C@@H](NC(N)=O)C(C)C)ccc1C
    -1.0% | 1% | 5 | 0 | -4% | 0 | 2 | -1% | -16
(23) Cc1cc(C)n(-c2nc(C)c(C)c(=O)n2CC(=O)Nc2ccc(Cl)c(Cl)c2)n1
    -0.4% | -2% | -4 | -2 | -3% | 5 | -3 | 1% | nt
(24) CCN(CCNC(=O)CS(=O)(=O)Cc1nc(-c2cccc(OC)c2)oc1C)c1ccccc1
    0.7% | -1% | -13 | 11 | -1% | -1 | -1 | 3% | -14
(25) CCC(=O)N1CCc2cc(Br)cc(S(=O)(=O)N3CCCC(C(=O)NCc4ccc(F)cc4)C3)c21 (configuration not stated)
    5.9% | -2% | -5 | -5 | 0% | 0 | 0 | 2% | -1
(26) COc1cc(C(=O)NC2CCCCCCC2)cc(OC)c1OC
    nt | -6% | nt | -12 | -6% | nt | nt | -10% | nt
(27) CC(=O)NC1=NN(C(C)=O)C(C)(CCS(=O)(=O)c2ccc(Cl)c(Cl)c2)S1 (configuration not stated)
    2.4% | -5% | -8 | -5 | 1% | -8 | 1 | 2% | -40*
(28) COc1ccc2cc(OCC(=O)NNC(=O)Nc3ccc(F)cc3)ccc2c1
    ? | -3% | 19 | 3 | 0% | -4 | 4 | ? | 4
(29) Cc1ccc(C(=O)N2CCN(C/C=C/c3ccccc3)CC2)cc1S(=O)(=O)N1CCOCC1
    nt | -1% | nt | -6 | 0% | nt | nt | 0% | nt
(30) Cc1cccc(OCc2nnc(NC(=O)Cc3cccs3)s2)c1
    -0.6% | -4% | -2 | -2 | -3% | 1 | 2 | 1% | 3

Order of values: RXFP1 ag | Glioma ERSR ind | D2 potentiator | LDHA block | Vif-A3G inh | D1 potentiator | D1 ag | Vif-APOBEC3F blk | D1 antag
(31) CCCn1c(=C(C#N)C#N)s/c(=C2\C=Cc3ccccc3N2CC)c1=O
    1.7% | -2% | -9 | -6 | 3% | -4 | 1 | -2% | 8
(32) COc1ccc(NC(=O)C(=O)NCC2(c3ccccc3)CCCC2)c(OC)c1
    -0.8% | 0% | -1 | -2 | 0% | 0 | 1 | 7% | -4
(33) CCOc1ccc(-n2cnnn2)cc1S(=O)(=O)NCc1ccccc1
    0.1% | 1% | -2 | -7 | 2% | -5 | 3 | 2% | 1
(34) Cc1cc(NC(=O)C(C)(C)C)cc(-c2nc3ncccc3o2)c1O
    14% | -5% | 18 | 2 | -4% | 0 | 0 | 1% | 15
(35) O=C(CCCCC(=O)Nc1ccc(F)cc1F)Nc1ccc(F)cc1F
    nt | -2% | nt | -6 | 0% | nt | nt | -9% | nt
(36) Cc1cc(C[n+]2cc(Cl)ccc2N)c2ncccc2c1
    4.4% | -6% | 5 | -14 | 1% | -3 | 4 | -3% | -2
(37) CC[C@]12C(=O)N(C)C[C@H]([C@@H]3C(=O)N(Cc4ccccc4)C(=O)[C@@H]31)N2C(=O)c1ccccc1
    nt | -2% | nt | 3 | 1% | nt | nt | 7% | nt
(38) O=C(c1ccc2c(c1)OCO2)C1CCCN(C2CCN(CCc3ccccc3)CC2)C1 (configuration not stated)
    -0.8% | -3% | -28 | 3 | 0% | -5 | 16 | -1% | -32*
(39) CCCn1c(N)c(C(=O)CSc2nnc(Cc3cccs3)n2C2CC2)c(=O)n(C)c1=O
    -0.2% | -3% | 6 | -1 | 0% | -3 | -1 | -5% | 11
(40) CSCC[C@H](NC(=O)[C@H]1CC[C@H](CNC(=O)[C@@H](N)Cc2ccccc2)CC1)C(=O)O
    8.0% | -4% | -8 | -4 | 1% | 11 | 3 | -9% | 6
(41) Cc1cc(C)cc(N(C(=O)c2ccccn2)C(C(=O)NC2CCCCC2)c2ccncc2)c1 (configuration not stated)
    0.6% | -4% | 5 | -5 | 4% | 4 | 0 | 18% | 15
(42) Cc1ccc(S(=O)(=O)N2CCN(C(=O)CN3CCOCC3)C2C(C)C)cc1 (configuration not stated)
    0.1% | -4% | -5 | -7 | 2% | -8 | 3 | 2% | -2
(43) Cn1c(=O)c2c(nc(N3CCOCC3)n2Cc2ccc(Br)cc2)n(C)c1=O
    3.6% | -3% | nt | -14 | 1% | 0 | 6 | 6% | 10
(44) CCC(=O)c1ccc(OCC(=O)OCC(=O)Nc2c(C)n(C)n(-c3ccccc3)c2=O)cc1
    -0.7% | -1% | -3 | 1 | -1% | -5 | 2 | 7% | -10
(45) CCn1c(COc2ccc(OC)cc2)nnc1SCc1nc2ccccc2c(=O)[nH]1
    0.4% | nt | 4 | nt | nt | -6 | -2 | nt | 38
(46) NC(=O)C1(N2CCCCC2)CCN(C(=S)Nc2ccc(S(N)(=O)=O)cc2)CC1
    -1.9% | -3% | 6 | -2 | 2% | -3 | 0 | -1% | 5
(47) Cc1ccc(NC(=O)[C@@H]2CCCN2S(=O)(=O)c2ccc(Cl)cc2)cc1
    nt | -3% | nt | -9 | -1% | nt | nt | -2% | nt
(48) CCCOc1ccc(/C=N/NC(=O)CN2CCCCC2)cc1
    0.1% | -4% | 9 | -6 | 0% | -1 | 7 | -9% | 20
(49) Cc1c(Br)c([N+](=O)[O-])nn1CC(=O)Nc1sc2c(c1C(=O)OC(C)C)CCC(C)C2 (configuration not stated)
    3.0% | -1% | -4 | 1 | 0% | 0 | 5 | 4% | 14
(50) CCOC(=O)N1CCN(C(=O)C2CCN(S(=O)(=O)c3ccc(OCC)cc3)CC2)CC1
    1.9% | -3% | -3 | -1 | 2% | 1 | -1 | -2% | 4
(51) Cc1ccc(/C=C/C(=O)NCc2ccc(S(N)(=O)=O)cc2)o1
    -0.6% | -6% | 4 | 1 | 1% | 1 | 4 | -8% | 0
(52) Cc1noc(C)c1N=Nc1ccc(Br)cc1C(=O)O
    -0.8% | 0% | -14 | -7 | 0% | -2 | 3 | 1% | 13
(53) Cc1ccc(-n2ncc3c(N4CCC(Cc5ccccc5)CC4)ncnc32)cc1C
    3.5% | 1% | 5 | 4 | -5% | 2 | -3 | 2% | -1
(54) Cc1ccc(C(=O)Nc2sc3c(c2C#N)CCCCC3)cc1C
    3.0% | 6% | 11 | -1 | 0% | -16 | 0 | 0% | -17
(55) Cc1cc(C2C(C#N)=C(N)OC3=C2C(=O)CCC3)c(C)s1 (configuration not stated)
    -0.2% | -2% | 15 | -6 | -4% | 0 | 4 | -5% | 5
(56) CCOC(=O)c1cnc(SCC(=O)c2ccc3c(c2)OCCO3)nc1N
    1.0% | 3% | 1 | -2 | 2% | -5 | 4 | 2% | -13

Not all compounds are listed. The share of hits here may be higher or lower than overall.
